# Screening data: PubChem BioAssay, several laboratories
# TNAP act hi DEA: activators of human TNAP at high phosphate acceptor concentration. purified TNAP, CDP-star luminescence, 1 M DEA, 30 min; hits give high values; 0 = EDTA background, 1 = DMSO-only activity. activation factor at 20 µM. 200,000 tested, under 10 active. AID 1136;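 active = activation factor at least 2 at 20 µM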
# Target sequence (P05186 whole entry, looked up): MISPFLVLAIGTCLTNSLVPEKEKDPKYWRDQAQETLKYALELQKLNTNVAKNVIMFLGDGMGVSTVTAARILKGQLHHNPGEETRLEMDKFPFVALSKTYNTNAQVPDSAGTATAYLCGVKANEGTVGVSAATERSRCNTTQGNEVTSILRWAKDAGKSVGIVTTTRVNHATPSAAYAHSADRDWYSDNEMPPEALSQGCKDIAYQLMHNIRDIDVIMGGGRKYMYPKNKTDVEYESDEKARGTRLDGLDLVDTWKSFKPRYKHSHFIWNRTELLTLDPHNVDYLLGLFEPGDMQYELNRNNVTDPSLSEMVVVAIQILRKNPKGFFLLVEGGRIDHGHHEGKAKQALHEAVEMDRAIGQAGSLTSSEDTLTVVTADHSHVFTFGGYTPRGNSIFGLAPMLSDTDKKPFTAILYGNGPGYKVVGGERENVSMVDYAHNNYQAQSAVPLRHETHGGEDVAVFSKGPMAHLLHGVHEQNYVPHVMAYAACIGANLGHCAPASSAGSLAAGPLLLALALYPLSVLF
#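 Dosing: 20 µM single point. System: human TNAP. Amount: TNAP 1/800 final. Incubation: 30 min, room temperature. Read-out: TNAP activation factor scaled between EDTA and DMSO control wells. Signal: luminescence from CDP-star hydrolysis. Medium: 1 M DEA, pH 9.8, Mg2+, Zn2+. Control set: EDTA negative control, DMSO positive control.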
# TNAP inh hiacc: inhibitors of human TNAP at high phosphate acceptor concentration | inhibition, % at 20 µM | 200,000 tested, 0.03% active | purified TNAP, CDP-star luminescence, 1 M DEA;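 active = over 50% inhibition of tissue-nonspecific alkaline phosphatase at 20 µM in the single-dose screen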;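 also: plate controls were DMSO wells for no effect and EDTA-quenched wells as full inhibition for full effect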
# Diaph act CS: counter-screen for diaphorase-based assays: diaphorase activators and chemical reducers; Diaphorase/resazurin coupled assay, resorufin fluorescence, 16 min; hits give high values; 1 = vehicle wells, 0 = NADH-free wells; activation factor at 20 µM; 190,000 tested, 0.005% active; AID 1229;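 active = diaphorase activity raised at least twofold by the compound at 20 µM; inactive = activation factor below 2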
#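 Material: purified diaphorase enzyme from Clostridium kluyveri / Medium: HEPES pH 7.4 buffer with MgCl2 and Tween 20 / Schedule: enzyme reaction of 16 min at room temperature / Measured by: resorufin fluorescence, excitation 544 nm, emission 590 nm / Evaluation: rise in resorufin formation, marking diaphorase activation or chemical reduction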
# TNAP inh no acc: TNAP (human) inhibition, acceptor-free conditions; purified TNAP, CDP-star luminescence, 30 min; 200,000 tested, 0.26% active; inhibition, % at 20 µM;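 active = tissue-nonspecific alkaline phosphatase inhibition above about 50% at 20 µM in the single-dose screen, limit read from the data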;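 also: 0% = DMSO negative control and 100% = EDTA positive control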
# FLuc act counter: affects firefly luciferase, flagging false hits in luciferase stimulation screens; ATPlite luciferase biochemical, luminescence, 10 min; 0 = ATP-free wells, 1 = DMSO control; P08659; activation factor at 10 µM; 200,000 tested, under 10 active;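 active = luciferase activation factor, scaled between plate controls, of at least 2 with compound at 10 µM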
# Target sequence (P08659 whole entry, looked up): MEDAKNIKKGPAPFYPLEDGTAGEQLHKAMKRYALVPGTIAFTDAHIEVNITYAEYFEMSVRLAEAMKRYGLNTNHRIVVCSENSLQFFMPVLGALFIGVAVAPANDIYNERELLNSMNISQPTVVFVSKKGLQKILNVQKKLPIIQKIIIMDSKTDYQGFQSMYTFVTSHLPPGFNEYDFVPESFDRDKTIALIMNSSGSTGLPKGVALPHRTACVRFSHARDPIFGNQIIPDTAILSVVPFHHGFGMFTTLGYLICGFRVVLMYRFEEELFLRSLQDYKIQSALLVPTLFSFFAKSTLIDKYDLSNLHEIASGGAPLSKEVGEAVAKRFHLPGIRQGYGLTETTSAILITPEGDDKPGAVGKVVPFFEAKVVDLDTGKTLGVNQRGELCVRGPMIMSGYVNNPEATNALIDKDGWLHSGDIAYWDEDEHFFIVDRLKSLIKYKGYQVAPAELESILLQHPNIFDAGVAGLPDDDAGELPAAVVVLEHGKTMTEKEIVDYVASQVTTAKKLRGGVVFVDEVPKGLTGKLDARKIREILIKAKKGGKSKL
#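 assay system = Luciferase/luciferin detection reagent, cell-free biochemical luciferase assay | also added = ATP substrate | times = 10 min post-reagent at room temperature | measured by = luminescence from luciferase reaction | measure = luciferase activation, seen as luminescence increase over controls | benchmarks = low control with PBS replacing ATP, high control enzyme plus ATP without compound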
# PMI act satM6P: activators of human phosphomannose isomerase at near-saturating mannose 6-phosphate; coupled PMI enzyme assay, resazurin fluorescence, 20 min; hits give high values; 1 = untreated enzyme, 0 = substrate-free blank; activation factor at 20 µM; 190,000 tested, 0.34% active;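 active = activation factor of 2 or more at 20 µM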
#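 Technique: Diaphorase-driven resazurin-to-resorufin fluorescence, excitation 544, emission 590 nm | Assay system: Human PMI in coupled enzyme assay | Times: Enzyme reaction with compound 20 min at room temperature | Medium: HEPES-buffered pH 7.4 with magnesium and detergent | Reagent: Mannose-6-phosphate 1.0 mM (near-saturating) plus 0.22 mM NADP+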
# Diaph inh CS: counter-screen for diaphorase-based assays: diaphorase inhibitors and chemical oxidizers; diaphorase resazurin-to-resorufin fluorescence, NADH, 16 min; bacterial (C. kluyveri) enzyme, not human; inhibition, % at 20 µM; 190,000 tested, 0.69% active; AID 1217;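 active = primary screen inhibition at 20 µM above a set limit, cut at about 50% in these data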;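 also: plate controls were DMSO with full reaction for no effect and wells lacking NADH for full effect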
#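 System: Bacterial diaphorase enzyme (C. kluyveri) | Incubation: 16-min room-temperature incubation before reading | Benchmarks: No-NADH positive control and DMSO neutral control | Measured by: Resorufin fluorescence 544/590 nm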
# PMI activator: phosphomannose isomerase (human) activation; activation factor at 20 µM; 190,000 tested, 0.005% active; purified human PMI, coupled resazurin fluorescence, 20 min; hits give high values; 1 = vehicle control, 0 substrate-free wells; P34949;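 active = activation factor of 2 or more at 20 µM, relative to plate controls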
# HMGR II inh: E. faecalis class II HMG-CoA reductase inhibition. purified E. faecalis HMGR, NADPH absorbance 340 nm kinetic. inhibition, % at 10 µM. 190,000 tested, 0.41% active. AID 1066;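 active = inhibition above a set limit, the median over all tested compounds plus 3 SD, cut at about 9.5% in these data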;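 also: enzyme runs in reverse so mevalonate oxidation gives rising NADPH absorbance; 0% = complete reaction with DMSO and 100% = background rate lacking mevalonate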
# G6PDH CS: L. mesenteroides G6PDH inhibition counter-screen; Purified L. mesenteroides G6PDH, diaphorase/resazurin coupled fluorescence, 45 min; inhibition, % at 5 µM; 200,000 tested, 0.12% active; in the data active = inhibition above about 50%
# Starred values were filed as active, the others as inactive.
SMILES,TNAP act hi DEA,TNAP inh hiacc,Diaph act CS,TNAP inh no acc,FLuc act counter,PMI act satM6P,Diaph inh CS,PMI activator,HMGR II inh,G6PDH CS
COc1ccc(CNC(=O)c2ccc(CS(=O)(=O)Cc3ccccc3F)o2)cc1,1,-1,1,-8,1.1,1,-4,1.1,-5,12
Cc1cccc(C(=O)NCC(c2ccco2)N(C)C)c1 (configuration not stated),1,-4,1,-12,1,1.1,5,1.1,-1,7
S=C(Nc1ccccc1Cl)N1CCC(c2ccccc2)C1 (configuration not stated),1,-1,1,-14,0.8,1,4,1,9,2
Cc1cc(C(=O)NNC(=O)c2cccc(S(=O)(=O)N3CCOCC3)c2)c2ccccc2n1,1,-2,1.1,3,1,1.1,-6,1.1,-2,7
CCO[C@H]1OC(C(=O)NC2CC2)=C[C@@H](c2ccc(Br)cc2)[C@@H]1CCCO,1,0,0.9,-3,1,1,9,0.9,-3,8
CCn1cc(C(C)NC(=O)Nc2ccccc2C(=O)OC)c(C)n1 (configuration not stated),1,-4,1,-8,0.9,1.1,1,1,2,1
Cc1ccsc1-c1nc(CSCC(=O)NCCN2CCCC2)c(C)o1,1,-4,0.9,-12,1.1,0.8,6,1,0,2
CC(COc1ccccc1)N1CCC(CO)(CCc2ccccc2)CC1 (configuration not stated),1,-4,0.9,-7,1.1,0.9,5,0.9,-5,7
CCn1c(CNC(=O)C(C)(C)C)nc2ccccc21,1.1,-9,0.9,-15,1,1,13,1,2,-1
Cc1nc2sc(C(c3cccc(F)c3)N3CCN(C(=O)c4ccco4)CC3)c(O)n2n1 (configuration not stated),1,-4,0.9,3,1.1,1,10,1,0,-15
Cc1ccc(/C=N/NC(=O)c2csc3c2CCCC3)cc1,1,-2,0.8,-2,0.9,0.8,20,0.9,-4,5
COc1ccccc1CNC(=O)C(CCSC)NS(=O)(=O)c1ccc2c(c1)oc(=O)n2C (configuration not stated),0.9,6,0.8,-1,1,1.1,15,1.1,-6,-5
Cc1ccc(N/N=C(\C#N)C(=N)N2CCOCC2)cc1,1,4,0.9,2,0.8,1,10,1,3,1
CCSC(SCC)[C@H](O)[C@@H](O)[C@H](O)[C@H](O)CO,1,0,0.9,-7,1.1,1,9,0.9,-3,12
O=C(c1c(F)cccc1F)N(Cc1ccccn1)C1CC1,1,3,0.9,-4,1,1.3,6,1.2,-2,2
O=C(Cc1cccs1)Nc1nnc(C2CC2)s1,1,-3,1,-5,1,0.9,-2,1.1,-2,7
COc1ccccc1C(=O)N1CCCN(C(=O)c2ccccc2OC)CC1,1,-4,0.9,-11,1,1.1,6,1,-1,3
COC(=O)c1ccc(NC(=O)COC(=O)c2nc3nccc(C)n3n2)cc1,1,0,1,-5,1,0.9,3,1,-7,0
Cc1c(C(=O)Nc2ccncc2)sc2nc(-c3ccccc3)cn12,1,-1,0.9,-6,1,0.8,13,0.8,-4,-12
CCCN(CCC)CCCNC(=O)C1c2cc(OC)c(OC)cc2C(=O)N(C)C1c1cccs1 (configuration not stated),1,-1,0.9,-11,1,0.9,8,0.9,-3,8
COc1ccc(S(=O)(=O)N2CCN(C(=O)c3cc(C)oc3C)CC2)cc1,1,-4,0.9,-14,1.1,1.1,7,1,-4,1
O=C(NCCc1ccc(Cl)cc1)C1CCC(=O)N1C1CCCC1 (configuration not stated),1,-2,0.9,-9,1.1,0.9,10,0.9,0,8
Cc1ccc(C)n1-c1ccc(C(=O)NC2CCN(Cc3ccccc3)CC2)cc1,1,-2,1,-3,1,0.9,-2,1,-2,-9
CSCCC(NC(=O)C12CC3CC(CC(C3)C1)C2)C(=O)OCC(=O)c1ccc(C)cc1 (configuration not stated),1,-1,0.9,-10,1,0.9,8,0.8,2,10
CCOc1ccc(N(Cc2nnc3n2CCCCC3)C(=O)Nc2cccc(C)c2)cc1,1,2,1,6,1,1.4,-5,1.2,1,2
CC(C)c1nc(=S)c2ccccc2[nH]1,1,-1,0.8,-6,0.9,1.2,18,1.1,-6,4
CCOc1ccc(NC(=O)CC2C(=O)N(c3ccc(OC)cc3)C(=O)N2CCc2ccc(OC)c(OC)c2)cc1 (configuration not stated),1,-1,0.9,-16,1,1,12,1,8,-2
CCNc1nc(NCC)n2c(SCC(=O)Nc3ccc(C(F)(F)F)cc3[N+](=O)[O-])nnc2n1,1,0,0.8,10,1,1.1,19,1,-2,9
CNCc1c(OCc2ccc(F)cc2)ccc2ccccc12,1,-2,1,-5,1,1,3,1,-7,7
COc1cc(N=c2ssnc2Cl)c(OC)cc1Cl,1.1,-7,0.6,-23,1,0.2,36,0,-2,10
Cc1c(C)n(C(=O)CN2CCN(c3ccccn3)CC2)c2ccccc12,1,-2,0.9,-11,1.1,0.9,13,0.9,-2,-45
CCC(C(=O)NCc1ccccc1OC)c1ccccc1 (configuration not stated),1,4,1.1,-1,1,1.2,-15,1.2,-1,-4
C=CCn1c(-c2sc(-c3ccccc3)nc2C)n[nH]c1=S,1,-5,0.9,1,1.1,1.1,11,1.1,8,2
Cc1ccc(NC(=O)CCSc2nc(C)cc(C)n2)cc1,1,-4,0.9,0,1.1,1,10,1,-8,10
COc1ccccc1Cn1c(CCCO)nc2ccccc21,1,1,1,-5,1,1,3,1,0,6
NS(=O)(=O)c1ccc(NC(=S)NC(=O)C2CCCCC2)cc1,1,-1,0.9,3,1.1,1,6,1,-6,17
Cc1ccc(S(=O)(=O)N2CCN(C(=O)CCC(=O)NCc3ccc(F)cc3)CC2)cc1,1,-3,0.8,-4,1,0.9,18,0.9,4,1
COc1ccccc1NC(=O)COC(=O)c1ccc2c(c1)nc(C)n2-c1ccccc1,1.1,-6,0.8,-21,1,0.8,18,0.9,-2,20
CCCOP(=O)(c1ccccc1)c1ccccc1,1,-4,0.9,-11,1.1,1.1,10,1,-7,-9
Cc1cc(C)c(CSc2ncc(-c3ccc([N+](=O)[O-])cc3)[nH]2)c(C)c1,1,-4,0.9,-2,1.1,0.9,12,0.8,-9,19

# Ordered by the number under PMI act satM6P (low to high): some entries from above.
compound,TNAP act hi DEA,TNAP inh hiacc,TNAP inh no acc,PMI act satM6P,PMI activator,HMGR II inh
Cc1cc(C)c(CSc2ncc(-c3ccc([N+](=O)[O-])cc3)[nH]2)c(C)c1,1,-4,-2,0.9,0.8,-9
COc1ccc(S(=O)(=O)N2CCN(C(=O)c3cc(C)oc3C)CC2)cc1,1,-4,-14,1.1,1,-4
CC(C)c1nc(=S)c2ccccc2[nH]1,1,-1,-6,1.2,1.1,-6

# Random excerpt: 2 entries already listed
SMILES,TNAP act hi DEA,TNAP inh hiacc,Diaph act CS,TNAP inh no acc,FLuc act counter,PMI act satM6P,Diaph inh CS,PMI activator,HMGR II inh,G6PDH CS
Cc1ccc(NC(=O)CCSc2nc(C)cc(C)n2)cc1,1,-4,0.9,0,1.1,1,10,1,-8,10
Cc1c(C)n(C(=O)CN2CCN(c3ccccn3)CC2)c2ccccc12,1,-2,0.9,-11,1.1,0.9,13,0.9,-2,-45

# Other entries follow.
SMILES,TNAP act hi DEA,TNAP inh hiacc,Diaph act CS,TNAP inh no acc,FLuc act counter,PMI act satM6P,Diaph inh CS,PMI activator,HMGR II inh,G6PDH CS
CCN(CC(=O)NC1CCCCC1)S(=O)(=O)c1ccc(Cl)cc1,1,-4,1,2,1.1,1,0,1,-4,-9
CC(C)(C)n1nnnc1C(c1cccs1)N(Cc1ccc(Cl)cc1)CC1CCCO1 (configuration not stated),1.1,-6,0.8,-6,0.9,0.8,17,0.8,-3,9
Cc1ccc(OC(C)C(=O)N/N=C/c2ccccn2)cc1 (configuration not stated),1,-2,0.9,-10,1,1,8,1,-6,-4
Cc1ccc(CC(=O)N2CCN(c3ccccn3)CC2)cc1,1.1,-9,0.9,-12,1.1,1,11,0.9,0,2
CCn1c(SCC(=O)NCC(=O)Nc2ccc(F)cc2)nnc1-c1cccs1,1.1,-10,0.9,-6,1.1,0.9,14,1,0,4
Cc1ccc2nc(Cl)c3cc(C(=O)N(CCN(C)C)Cc4ccco4)sc3c2c1,1,-4,1.1,-12,1,0.9,-8,1,-5,1
Cc1ccc(-c2cc(C(=O)Nc3cc(C)on3)no2)cc1,1,-1,1,0,1.1,1.1,5,1,-5,7
CCn1c(=O)cc(SCC(=O)Nc2ccc3c(c2)OCCO3)c2ccccc21,1,-3,0.9,-6,1,0.9,14,0.9,-4,4
O=C(Nc1nc(-c2nc3ccccc3s2)cs1)C1CC1,1,0,0.8,4,0.5,0.9,18,0.8,0,-49
Clc1ccc2noc(-c3ccccc3)c2c1,1.1,-7,1,-4,1,1.1,4,0.9,-1,10
O=S(=O)(Cc1ccccc1)N1CCN(Cc2ccc3c(c2)OCO3)CC1,1.1,-6,0.9,-14,1,0.9,12,0.9,-2,-18
CC1CN(C(=O)/C=C/c2ccc([N+](=O)[O-])s2)CC(C)O1 (configuration not stated),1,-2,0.9,-10,1.1,0.9,12,1.1,3,7
CC(C)C(NC(=O)COc1ccc2ccccc2c1)C(=O)N/N=C/C=C/c1ccccc1 (configuration not stated),0.9,12,0.9,-3,1,1,6,0.9,-5,-1
CCOC(=O)c1cc(CN2CCOCC2)oc1-c1ccccc1,1.1,-6,1,-19,1.1,1,2,1,-5,3
CC(C)[C@H](NC(=O)c1ccco1)C(=O)OCC(=O)Nc1cccc(F)c1,1.1,-7,0.9,-3,1.1,1.1,11,1.1,1,7
O=C(CN1C(=O)/C(=C/c2ccccc2F)Oc2ccccc21)N1CCN(c2ccccn2)CC1,1,-2,0.9,-26,1.1,1,11,0.8,-3,1
O=S(=O)(Nc1ccc(-c2nnc(SCc3ccc(Cl)cc3)o2)cc1)c1ccccc1,1,0,0.8,0,1,0.9,22,0.8,-1,11
CN1CCCC1=Nc1c2c(nc3ccccc13)N(C)CC2,1,-3,0.7,-1,1,1.1,30,1.1,2,4
O=C(CCS(=O)(=O)c1cc(Br)cc2c1N(C(=O)C1CC1)CC2)NCC1CCCO1 (configuration not stated),1,-2,0.9,-5,1.1,0.9,9,0.9,-1,-11
Cc1ccc(C2C3=C(CC(C)(C)CC3=O)Nc3onc(C)c32)cc1 (configuration not stated),1.1,-5,0.9,-5,1,1,6,0.9,2,14
COc1ccc(OC)c(C2c3c(oc4ccccc4c3=O)C(=O)N2CCCN(C)C)c1 (configuration not stated),1,-4,0.9,5,1,1,9,1.1,0,3

# Outcome played no part in choosing rows; 1.7% or so of the library scored in one or more.
